GPR35 arrestin U2OS: GPR35 antagonists blocking zaprinast-driven arrestin recruitment, primary screen, imaging, U2OS, beta-arrestin-GFP, zaprinast agonist (AID 2058) | inhibition, % at 10 µM, or IC50 in µM where a hit was titrated | U2OS GPR35 beta-arrestin-GFP translocation imaging, zaprinast antagonism; higher % means a stronger effect | 290,000 tested, 0.052% active;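 active means inhibition of at least 50% with at least 30 cells and total cytoplasm GFP at most 10,000,000; inconclusive means under 30 cells or total GFP of 10,000,000 plus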
HIV fusion peptide: inhibitors of HIV fusion peptide binding, primary screen, biochemical, uHTS, fluorescence dequenching (AID 1986) | cell-free peptide binding, fluorescence dequenching, 30 min; higher % means a stronger effect | one-dose inhibition, % at 20 µM; IC50 in µM for titrated hits | 290,000 tested, 0.3% active; in the data active means inhibition mostly above about 52%, no sharp cut-off; inactive means mostly below about 76%; further: some results filed as inactive read as strong as hits
UTI89 phage lysis: protection from phage-mediated lysis, alamar blue read-out – E. coli UTI89, K1F phage, bacterial capsule biogenesis inhibitors (AID 488966); E. coli UTI89 K1F phage lysis, alamar blue, 2 h; higher % means a stronger effect; inhibition, % at 100 µM, or IC50 in µM where a hit was titrated; 340,000 tested, 0.02% active;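 active means phage lysis inhibition, versus mean bacterial control, above a set limit; inconclusive means no clear call, values can overlap the other calls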;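 further: capsule biogenesis inhibitors block K1F phage lysis so surviving cells raise fluorescence; higher fluorescence means more inhibition of phage lysis; actives were called in the ten point dose series up to 300 µM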
RSV CPE inhibition: inhibition of RSV-induced cytopathic effect – HEp-2 cells, primary 10 µM value included (AID 2391); HEp-2 cells, RSV-induced CPE inhibition; higher % means a stronger effect; CPE inhibition, % at 10 µM; hits with a dose series show IC50 in µM; 310,000 tested, 0.13% active; in the data active means a potency from the dose series; inconclusive means CPE inhibition mostly from about 23% at the one dose, without a potency; inactive means the rest, 99 in 100 with CPE inhibition below about 21%; further: strong numbers were not always called active
PhoP inhibition: PhoP-dependent GFP reporter repression – Salmonella Typhimurium, primary screen (AID 1863) | S. Typhimurium PhoP-regulated promoter GFP reporter, 4 h; higher % means a stronger effect | one-dose inhibition, % at 50 µM; IC50 in µM for titrated hits | 300,000 tested, 0.16% active;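 active means inhibition over 29.93%, a cutoff 3 SD above the screen mean, later confirmed by dose response; inconclusive means inhibition over 29.93% but no dose response follow-up; inactive means inhibition at most 29.93% or unconfirmed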;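 further: 0% = low Mg2+ inducing control and 100% = high Mg2+ repressing control; strong numbers were not always called active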
Dengue-2 NS5 capping: Dengue-2 NS5 methyltransferase inhibitors, primary screen, biochemical, confirmation dose response (AID 588689). Dengue-2 NS5 methyltransferase capping enzyme assay, biochemical; higher % means a stronger effect. 340,000 tested, 0.3% active. one-dose inhibition, % at 25 µM; IC50 in µM for titrated hits; in the data active means a potency from the dose series; inconclusive means inhibition above about 29% without an active follow-up result
Large T inhibition: SV40 large T antigen inhibitors, biochemical (AID 1903); one-dose inhibition, % at 20 µM; IC50 in µM for titrated hits; 310,000 tested, 0.39% active; SV40 large T antigen ATPase/helicase inhibition assay; higher % means a stronger effect; in the data active means a potency from the dose series; inconclusive means inhibition mostly from about 32% at the one dose, without a potency; inactive means the rest, 99 in 100 with inhibition below about 32%; further: strong numbers were not always called active
GPR55 LPI antagonism: GPR55 antagonists blocking LPI-driven arrestin recruitment, primary screen, imaging, U2OS, beta-arrestin-GFP, LPI agonist (AID 2013); 290,000 tested, 0.13% active; U2OS GPR55 beta-arrestin-GFP translocation imaging, LPI antagonism; higher % means a stronger effect; inhibition, % at 10 µM, or IC50 in µM where a hit was titrated;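 active means spots per cell inhibited over 60%, with over 100 cells counted and total cytoplasm intensity under 500,000; inconclusive means wells with under 100 cells, flagged as likely toxic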;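 further: U2OS cells stably carrying GPR55 and arrestin-GFP stimulated by 5 µM LPI near EC80; imaged beta-arrestin-GFP aggregate spots per cell after agonist stimulation; plate controls were LPI-stimulated DMSO wells for no effect and DMSO wells without LPI for full effect; some results filed as inactive read as strong as hits; confirmed hits need IC50 under 10 µM and bright autofluorescent wells are also inconclusive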
Rac1 GTP hydrolysis: MgcRacGAP GTPase-activating activity inhibitors, confirmation, biochemical, ADP Hunter fluorescence | AID 624330 | one-dose inhibition, % at 30 µM; IC50 in µM for titrated hits | MgcRacGAP-stimulated Rac1 GTP hydrolysis, ADP Hunter fluorescence; higher % means a stronger effect; GST-tagged Rac1 F28L mutant substrate | 340,000 tested, 0.6% active;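 active means first-screen hits whose inhibition reached a set limit at any dose in the follow-up dose series; inconclusive means inhibition above the set first-screen limit but never retested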;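 further: fluorescence reports GDP produced by GAP-driven GTP hydrolysis; strong numbers were not always called active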
Dengue-2 NS5 capping pilot replicate: also measured in Dengue-2 NS5 capping; calls as there; inhibition, %; measured here: pilot screen replicate inhibition
* = called active by the depositor; ? = inconclusive; . = no result given; [ ] = dose if it differs, or a comment.

SMILES | GPR35 arrestin U2OS | HIV fusion peptide | UTI89 phage lysis | RSV CPE inhibition | PhoP inhibition | Dengue-2 NS5 capping | Large T inhibition | GPR55 LPI antagonism | Rac1 GTP hydrolysis | others
Cc1ccc(S(=O)(=O)NC2(C(F)(F)F)C(=O)Nc3c2c(=O)n(C)c(=O)n3C)cc1 (centres undefined) | 1% | 0.4% | 2.2% | 0.8% | -4% | -2% | -3% | -8% | 9%
CCCC(=O)C1=C(O)C(C(=O)OC)C(C)(C)CC1=NCCc1ccc(OC)c(OC)c1 (centres undefined) | 19% | -1.1% | 0.0% | 1.3% | -11% | 2% | 4% | 6% | 3%
Cc1ccc(OCCn2ccnc2)c(C)c1 | -2% | 0.0% | 0.3% | 1.6% | 12% | -5% | 2% | 8% | 4% | Dengue-2 NS5 capping pilot replicate=-0.9
CC(C)c1ccc(NC(=O)COC(=O)c2c[nH]c(=O)[nH]c2=O)cc1 | 2% | 2.6% | 0.1% | 0.0% | 13% | -2% | 2% | 4% | 6%
Cc1cc(C)nc(NC2=NCC(=O)N2c2ccc3c(c2)OCCO3)n1 | 1% | -1.6% | 3.2% | 1.0% | -1% | 1% | 4% | 9% | 9%
Cc1cc(NC(=O)c2ccc(COc3ccc(Cl)c(C)c3)o2)no1 | 4% | 0.4% | 5.9% | -0.1% | 0% | -6% | 14% | 7% | -3%
CC(=O)N1N=C(c2cccc([N+](=O)[O-])c2)OC1c1ccc(Cl)cc1Cl (centres undefined) | -12% | 0.4% | 3.7% | 4.1% | -2% | 3% | 0% | 23% | 2%
COCc1ccc(C(=O)NCC2(N3CCCCC3)CCCCC2)cc1 | -1% | -0.7% | -0.2% | 1.7% | -3% | -1% | 11% | 10% | 32%
CNS(=O)(=O)c1cccc(C(=O)OCC(=O)Nc2sc3c(c2C#N)CCCCC3)c1 | 0% | 2.0% | 0.2% | 0.4% | -4% | -5% | -2% | 6% | 11%
Cc1ccc(S(=O)(=O)C2(C(=O)N3CCCCCC3)CC2)cc1 | -6% | -2.1% | 5.5% | -1.1% | -12% | -3% | 25% | -13% | 2%
FC(F)Oc1ccc(-c2csc(NNC3=NCCCCC3)n2)cc1 | -2% | -3.2% | 1.6% | 5.8% | -1% | -16% | 24% | 11% | -91%
CC(C)CNC(=S)N1CCC(c2nc(-c3ccc(F)cc3)no2)CC1 | 2% | -0.7% | 0.1% | -1.0% | -6% | -3% | 22% | 7% | -7%
Cc1ccc(S(=O)(=O)N2[C@@H](c3cccc(Cl)c3)C(C(=O)O)=CC[C@H]2c2ccc(Cl)cc2)cc1 | . | . | -6.6% | ? | -1% | 21% | 33% | . | 9%
Cc1noc(C)c1COc1ccc(C(=O)N2CCN(c3ccccc3F)CC2)cc1 | . | . | 0.1%[50 µM] | 0.5% | -6% | -8% | 11% | . | -3%
COCCCNc1nc(=S)[nH]c2cc(OC)c(OC)cc12 | 13% | 1.9% | -1.8% | 0.3% | 0% | -4% | 28% | 3% | 70µM*
Oc1c(Cl)cc(Cl)cc1C=Nc1ccc2c(c1)OCCO2 | 0% | 17% | -0.4% | 3.9% | 24% | 15% | 27% | -2% | 5%
N#CC1=C(N)NC(SCC(=O)c2ccc(Cl)cc2)=C(C#N)C12CCCC2 | -15% | 4.7% | 0.2% | ? | 1% | -16% | 6% | 3% | 11%
CC(C)NC(=O)/C(=N\O)c1ccccc1 | 20% | -2.4% | 0.5% | -0.7% | 36% | -11% | -6% | 15% | 7% | Dengue-2 NS5 capping pilot replicate=-8.8
C/C(CC(=O)Nc1ccc(Cl)c(C(F)(F)F)c1)=N\NC(=O)c1cccc(O)c1 | -2% | 4.2% | 0.3% | ? | 31% | 1% | -1% | -5% | 3%
Cc1ccc(NC(=O)CN(C)C(=O)c2ccc(Cl)c([N+](=O)[O-])c2)cc1 | -11% | -1.2% | -2.1% | 1.5% | -4% | -1% | 7% | 0% | -4%
COc1ccc(-c2csc(NC(=O)c3cccs3)c2C(=O)O)cc1OC | -7% | 5.0% | 0.5% | 0.7% | -8% | -4% | 27% | -44% | 3%
Cc1cc(NC(=O)CSc2nnc(-c3ccco3)o2)no1 | 3% | 1.6% | 1.2% | 5.3% | 7% | 3% | 11% | -6% | 9%
COc1cccc(-c2ccc(NC(=O)C3CCCN(Cc4cnn(C)c4C)C3)cc2)c1 (centres undefined) | 18% | -0.3% | -0.1% | . | 11% | 1% | 10% | 10% | 0%
O=C(COC(=O)/C=C/c1ccco1)NCc1ccc2c(c1)OCO2 | -2% | 2.5% | 0.3% | 0.6% | 3% | -8% | 5% | 1% | 12%
Cc1sc(NC(=O)CSc2nnc(C(C)C)n2C)c(C#N)c1C | 0% | -2.1% | 2.6% | 0.1% | 3% | 1% | 24% | 8% | 10%
COc1ccccc1C(=O)Nc1ccccc1N1CCN(C(=O)c2ccc(Cl)cc2)CC1 | -4% | 0.2% | 0.2% | 40% | 6% | 1% | 11% | 8% | 8%
COc1ccc(NCc2nnc(SCC(=O)NCc3ccco3)n2-c2ccccc2OC)cc1 | 2% | 1.9% | 2.0% | 5.0% | 3% | -2% | 36% | 4% | 24%
CCC1=C(OC(=O)N(CC)CC)N2C(=O)OC(=NCCc3c[nH]c4ccccc34)[C@]2(Cc2ccccc2)[C@H]2C1=CC[C@H]1C(=O)N(CC)C(=O)[C@H]12 | -13% | 1.3% | 0.0% | -1.6% | -5% | -11% | 9% | 6% | 1%
CCOc1ccc(OCC)c(NC(=O)C2CCN(S(=O)(=O)c3cnc[nH]3)CC2)c1 | -8% | -3.4% | 0.5% | 0.4% | -11% | -1% | 10% | 2% | 7%
CCCOc1ccc(OCCn2nc(C(=O)O)c3ccccc3c2=O)cc1 | -8% | 0.3% | 0.2% | 3.1% | -1% | -2% | 14% | -4% | 2%
NC(=O)c1cc(-c2csc(NCCc3ccccc3)n2)ccc1O | 8% | 1.8% | 0.0% | ? | -2% | -5% | 11% | 12% | 12%
COc1ccccc1Cn1c(=S)[nH]c2cc(C(=O)N3CCN(c4ccccc4OC)CC3)ccc2c1=O | 3% | -0.5% | 0.5% | 0.9% | 1% | 0% | -1% | 3% | 8%
Cc1ccc2c(c1)c1n[nH]c(=S)nc1n2CCc1ccccc1 | -9% | -3.1% | -0.2% | 3.7% | -4% | 3% | 8% | 3% | 9%
CN(Cc1cnccn1)C(=O)CC1C(=O)NCCN1Cc1cccc(Oc2ccccc2)c1 (centres undefined) | 14% | 2.2% | 1.8%[50 µM] | -1.4% | . | -1% | 13% | 6% | 10%
CCOC(=O)N1CCC(NC(=O)Cn2ncc3c4ccccc4n(C)c3c2=O)CC1 | -1% | 1.2% | -0.1% | . | -2% | 3% | 1% | 0% | 8%
O=C(Nc1cccc(O)c1)c1ccc(C(=O)c2ccccc2)o1 | 12% | -2.0% | 0.3% | 5.6% | 0% | -1% | 9% | 6% | 6%
CC(=O)c1c(C)[nH]c(C(=O)CSc2nnc(C)s2)c1C | -4% | 0.9% | 0.0% | 0.3% | 9% | -4% | 11% | 4% | 10%
CCOC(=O)c1cc(C(=O)c2cc(Cl)ccc2O)coc1=N | -2% | 5.9% | -0.5% | 0.1% | 1% | -6% | 2% | -8% | 7%
Cn1c(=O)c2c(nc(-n3ccnc3)n2Cc2ccc([N+](=O)[O-])cc2)n(C)c1=O | 11% | 2.0% | 0.1% | 1.1% | 6% | 0% | 4% | 6% | 0%
COc1nc(Nc2ccccc2)nc(OC)n1 | . | . | -0.1% | -2.6% | . | 8% | 11% | . | 6%
Cc1ccc(NC(=O)C2=CC(c3cccs3)=NS(=O)(=O)N2C)cc1 | 3% | 2.2% | 4.1% | 1.0% | . | -5% | 5% | 0% | 4%
COc1ccc(NC(=O)c2cc3c(s2)CCC(C)C3)cc1S(=O)(=O)N1CCOCC1 (centres undefined) | -8% | -0.2% | 5.9% | 7.8% | -18% | -1% | 19% | 14% | 7%
CC(C)CC(=O)Nc1cc2c3c(c1)CCN3C(=O)CC2 | -1% | 1.5% | 0.0% | 0.5% | 7% | -6% | 3% | 10% | -1%
CCOC(=O)C1(C)NC(c2ccc(O)cc2)C2C(=O)N(c3ccccc3)C(=O)C21 (centres undefined) | -11% | -1.2% | -0.2% | 1.7% | -5% | -5% | 3% | 15% | 7%
CCOc1ccc(NC(=O)CN(C)C(=O)c2cc([N+](=O)[O-])ccc2N2CCOCC2)cc1OCC | . | . | 0.3%[50 µM] | 0.7% | 5% | 0% | 7% | . | 6%
CC(=O)c1c(O)cc(C)n(Nc2nc(C)cc(C)n2)c1=O | 5% | -0.1% | 0.0% | 3.6% | 5% | -1% | -1% | 6% | -3%
CCC(=O)N1c2ccc(S(=O)(=O)CCC(=O)N3CCN(c4ccccc4F)CC3)cc2CC1C (centres undefined) | 7% | -0.5% | -1.4% | 1.7% | . | 3% | 17% | 12% | 6%
O=C(NC1CCCC1)c1ccc(COc2ccccc2Br)o1 | 10% | 1.0% | 1.7%[50 µM] | 6.2% | -1% | 6% | 11% | 6% | 6%
CCCCc1c(O)nc2ccccn2c1=O | -12% | 1.6% | 1.9% | 1.5% | -17% | 13% | 1% | -8% | 4%
O=C(CN1CCN(Cc2ccc3c(c2)OCO3)CC1)Nc1cc(S(=O)(=O)N2CCCC2)ccc1Cl | -11% | -0.9% | -0.1% | 13% | 7% | 0% | 12% | 10% | 0%
COc1ccc(OC)c(NC(=O)CN(Cc2ccccc2)S(C)(=O)=O)c1 | 4% | -1.6% | 0.1% | 4.1% | 8% | -1% | 6% | 2% | 3%
CCOC(=O)c1ccc(NC(=O)c2sc3nc4n(c(=O)c3c2C)CCC4)cc1 | 2% | 1.2% | 0.2% | 2.5% | -9% | 25% | 10% | 1% | 1%
CC(Oc1ccc(Cl)cc1Cl)C(=O)NNC(=O)c1ccncc1 (centres undefined) | . | . | 0.9%[50 µM] | 0.4% | -1% | -7% | 26% | . | 0%
COc1ccc(-c2nc3ccccc3n2Cc2ccc(C)cc2)cc1 | 2% | -0.5% | 0.1% | ? | 1% | -5% | 2% | 7% | 6%
